Assay outcomes deposited in PubChem BioAssay by National Center for Advancing Translational Sciences (NCATS).
EPAC1 antag = blocks human EPAC1 exchange factor; EPAC1 GEF assay, Rap1b-BODIPY-GDP exchange fluorescence; Potency, µM (doses to about 115 µM), for inactives: at the highest dose activity change, negative = inhibition, usual class: inhibitors; 360,000 compounds, 0.14% hits; AID 720709;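 note: potency is the fitted concentration of half-maximal effect; plate controls were vehicle for no effect and positive control for full effect; nearly all actives have a fitted effect of over 50% in size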
EPAC1 agonist = activates human EPAC1 exchange factor; EPAC1 agonist qHTS, biochemical assay; response scale: 100% = response to 6.5 mM cAMP; 360,000 compounds, 0.073% hits; AID 720707; Potency, µM (highest dose often 154 µM), for the others: at the top dose activation, hits mostly activators; note: potency is the fitted concentration of half-maximal effect; nearly all actives have a fitted effect of over 60% in size
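EPAC1 100 nM, Rap1B–BODIPY-GDP 250 nM, unlabeled GDP 50 uM; compound titration; 5 min RT; kinetic read ex480/em540 at 5-min intervals ×30 min; data normalized to 6.5 mM cAMP agonist control.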
EPAC2 antag = antagonists of human EPAC2; Q8WZA2; EPAC2 GEF exchange of Rap1B-BODIPY-GDP, fluorescence; Potency, µM (titrated, usually from 114 µM), inactives show at the top dose activity, negative = inhibition, hits mostly inhibitors; 360,000 compounds, 0.18% hits; AID 720708; note: potency is the fitted concentration of half-maximal effect; % is set by controls: 0 for no effect and ±100 for the full control effect; nearly all actives have a fitted effect of over 45% in size; many of its hits are not listed in these tables
CCT chaperon mod = cytosolic chaperonin activity modulation; purified chaperonin ATPase assay, HTRF ADP detection, 30 min; activity change, % (no concentration beside the values), hits read low; 360,000 compounds, 0.3% hits; AID 651819; in the data active = activity change below about -30%; note: % is set by controls: 0 for no effect and ±100 for the full control effect
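ATPase activity: ADP formed was measured by HTRF Transcreener (665/615 nm ratio) after 30 min at 37 deg C with 10 uM ATP. Compounds screened at one 76 uM concentration against 40 or 20 nM TRiC in Tris pH 7.4/KCl/MgCl2/DTT buffer.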
WRN helicase inh = WRN helicase (human) inhibition | AID 651768 | 360,000 compounds, 0.46% hits | WRN helicase unwinding, fluorescent forked duplex, kinetic | Potency, µM (titrated, usually from 114 µM), for the others: at the top dose activity change, negative = inhibition, actives largely listed as inhibitors; note: potency is the fitted concentration of half-maximal effect; % is set by controls: 0 for no effect and ±100 for the full control effect; nearly all actives have a fitted effect of over 55% in size
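WRN at 20 nM final was preincubated with compound for 15 min at room temperature; reaction started with 100 nM forked duplex oligonucleotide carrying fluorophore and quencher plus 2 mM ATP (final). Unwinding followed kinetically by red fluorescence (ex 525/em 598 nm).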
PI5P4K alpha inh = inhibitors of human PI5P4K alpha; 330,000 compounds, 1.2% hits; PI5P4Kalpha enzyme, ADP-Glo luminescence, 60 min; active compounds read low; AID 652105; P48426; max response, %; active = max response of -50% or lower; inconclusive = between -30% and -50%; inactive = -30% or higher; note: value at the top dose of about 77 µM; % is set by controls: 0 for no effect and ±100 for the full control effect
Target sequence (P48426 whole entry, looked up): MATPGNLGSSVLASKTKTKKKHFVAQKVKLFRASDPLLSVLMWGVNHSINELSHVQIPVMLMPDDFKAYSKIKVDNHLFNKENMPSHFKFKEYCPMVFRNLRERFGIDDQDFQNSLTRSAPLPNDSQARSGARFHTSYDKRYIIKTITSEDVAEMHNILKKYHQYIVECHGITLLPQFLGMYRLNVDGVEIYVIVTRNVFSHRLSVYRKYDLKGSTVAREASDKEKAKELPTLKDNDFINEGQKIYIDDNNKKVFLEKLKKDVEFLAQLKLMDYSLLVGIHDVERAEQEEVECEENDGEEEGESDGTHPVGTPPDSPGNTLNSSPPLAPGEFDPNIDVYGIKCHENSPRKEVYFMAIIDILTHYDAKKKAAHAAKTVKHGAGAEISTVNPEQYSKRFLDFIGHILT
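Quantitative HTS of the MLSMR library against PI5P4Kalpha with substrate. ATP added last at 5 microM final; room temperature, 60 minutes. Remaining ATP depleted, ADP converted and read as luminescence.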
MmCpn inh = blocks the Methanococcus maripaludis chaperonin Mm-Cpn | 330,000 compounds, 0.031% hits | AID 504842 | purified Mm-Cpn ATPase, ADP Transcreener TR-FRET | Potency, µM (highest dose often 76.9 µM), for inactives: at the highest dose activity, negative = inhibition, hits mostly inhibitors; note: potency is the fitted concentration of half-maximal effect; % is set by controls: 0 for no effect and ±100 for the full control effect; nearly all actives have a fitted effect of over 80% in size
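Compound-treated chaperonin, 25 nM final, turns over 10 uM ATP at 37°C for 30 min following a 10 min preincubation; ADP generated competes with ADP-d2 for Eu-cryptate antibody, lowering FRET.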
PLK1 PBD block = blocks phosphopeptide binding to human PLK1 polo-box domain | Plk1 PBD binding of FITC phosphopeptide, fluorescence polarization | Potency, µM, for the others: max response, negative = inhibition, actives largely listed as inhibitors | 360,000 compounds, 2.8% hits; note: potency is the fitted concentration of half-maximal effect; series mostly up to about 57 µM; % is set by controls: 0 for no effect and ±100 for the full control effect; nearly all actives have a fitted effect of over 65% in size
Target sequence (P53350 whole entry, looked up, the tested form may be a part): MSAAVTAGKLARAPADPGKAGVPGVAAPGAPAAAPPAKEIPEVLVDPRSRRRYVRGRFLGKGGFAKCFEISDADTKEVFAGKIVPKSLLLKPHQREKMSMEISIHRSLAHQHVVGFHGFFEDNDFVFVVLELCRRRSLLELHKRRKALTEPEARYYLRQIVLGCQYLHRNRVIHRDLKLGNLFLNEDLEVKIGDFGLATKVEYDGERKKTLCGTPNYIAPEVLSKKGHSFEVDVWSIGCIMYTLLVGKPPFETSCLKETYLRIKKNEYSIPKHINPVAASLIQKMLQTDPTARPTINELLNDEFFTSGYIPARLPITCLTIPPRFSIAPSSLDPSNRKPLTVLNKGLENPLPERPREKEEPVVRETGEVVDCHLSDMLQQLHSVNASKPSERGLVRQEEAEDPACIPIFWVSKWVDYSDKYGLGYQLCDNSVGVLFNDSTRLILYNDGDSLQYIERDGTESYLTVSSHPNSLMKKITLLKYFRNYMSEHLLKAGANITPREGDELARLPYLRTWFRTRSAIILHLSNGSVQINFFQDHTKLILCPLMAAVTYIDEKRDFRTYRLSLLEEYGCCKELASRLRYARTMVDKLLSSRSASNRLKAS
Starred values were filed as active, the others as inactive; ? = inconclusive; / = not tested or not shown; [ ] = another dose, or the depositor's remark. Unless noted, calls come from the whole dose curve; as a rule, active = well fitted curve in the direction sought with a large enough effect; inconclusive = small, poorly fitted or top-dose-only effect, or another doubt; inactive = no such curve, though single readings can be large; an effect the other way counts as inactive or inconclusive. A portion of the library; rates above refer to the full screens.

Each structure is followed by: EPAC1 antag	EPAC1 agonist	EPAC2 antag	CCT chaperon mod	WRN helicase inh	PI5P4K alpha inh	MmCpn inh	PLK1 PBD block
1. O=C(COC(=O)c1ccc(S(=O)(=O)N2CCCC2)cc1)Nc1ccc(N2CCOCC2)cc1
  -3%	0%	-2%	-0.9	11%[57.1 µM]	?	0%	9.5µM*
2. O=C(NCCCN1CCN(c2ccccc2)CC1)Nc1ccccc1C(F)(F)F
  -5%	6%	-1%	0.4	0%	9	-1%	-4%
3. COCCNC(C(=O)Nc1ccc([N+](=O)[O-])cc1Br)c1ccccc1 (stereo not drawn)
  -20%	4%	-23%	0.3	-6%	3	-2%	-2%
4. O=C(CSc1ncccn1)NNC(=O)c1ccccc1
  -3%	10%	-10%	-2.3	3%	1	/	-20%
5. CN(Cc1ccc(OC(F)F)cc1)C(=O)c1ccc(S(=O)(=O)N(C)c2ccccc2)cc1
  -15%	7%	-9%	-3.1	-3%	-2	1%	3%
6. COCc1cc(CN2CCN(Cc3ccsc3)C(CCO)C2)ccc1OC (stereo not drawn)
  8%	-2%	23%	-0.6	9%	4	-5%	-3%
7. Cc1ccc(C)c(NC(=O)COC(=O)c2cc(=O)c3ccccc3o2)c1
  11%	-5%	1%	-0.5	-3%	2	0%	0%
8. COc1ccc(/C=N/n2c(=S)n(C)c3ccccc32)cc1OC
  -4%	9%	-1%	-1.0	-5%	/	-2%	-2%
9. CCCNC(=O)C1CCN(c2nc(C)cc(C)n2)CC1
  -18%	-7%	-2%	-0.4	9%	-2	-2%	-9%
10. CC1CCC(C(=O)NC(C(=O)NCCN2CCC(C)CC2)C(C)C)CC1 (stereo not drawn)
  0%	-1%	-2%	-3.3	-4%	-2	-10%	0%
11. CC(C)Cc1nc2sc3c(SCC(N)=O)ncnc3c2c2c1CCC2
  -18%	2%	-9%	-4.2	-2%	-7	-19%	-15%
12. COc1ccc(OC)c(-c2nnc(SCC(=O)N3CCCc4ccccc43)o2)c1
  -10%	20%	-3%	-2.3	3%	-7	0%	-8%
13. COc1ccc(C2=CC(=O)C[C@H](c3ccc4c(c3)OCO4)C2)cc1
  2%	6%	-4%	-1.6	9%	0	-8%	7%
14. COc1ccc(C2(C)NC(=O)N(CC(=O)Nc3ccc(-c4nc5ccc(C)cc5s4)cc3)C2=O)cc1 (stereo not drawn)
  -12%	-1%	-13%	2.0	-13%	3	-7%	-11%
15. CC(C)Cn1c(SCc2nnc(-c3cccs3)o2)nc(O)cc1=O
  -20%	1%	2%	1.5	-7%[57.1 µM]	?	-5%	-8%
16. Cc1ccc(OCC(=O)OCC(=O)c2cccc([N+](=O)[O-])c2)cc1C
  -3%	1%	-2%	-1.6	-2%	13	1%	0%
17. O=C(NCCN1CCCC1)c1cccc(Cl)c1
  24%	2%	4%	-2.3	2%	3	-2%	-4%
18. O=C(c1cc(-c2cccs2)nc2ccccc12)N1CCN(CCO)CC1
  5%	4%	8%	0.8	-3%	5	-4%	-5%
19. COc1ccccc1-c1nnc(-c2ccc(N3CCOCC3)cc2)o1
  2%	-3%	6%	-0.5	-9%	-3	-16%	-4%
20. O=C(Oc1cc(=O)oc2c1c(=O)n1c3c(cccc23)CC1)c1ccc(F)cc1
  0%	-1%	12%	0.9	-13%	-13	-2%	-28%
21. Cc1cc(C)nc(SCc2nnc(SCC(N)=O)o2)n1
  -2%	1%	2%	-3.2	2%	0	5%	5%
22. CCOc1ccccc1C1NC(=O)CCC1[N+](=O)[O-] (stereo not drawn)
  -14%	5%	2%	1.4	-3%	-3	0%	-7%
23. O=C1CC(=O)N(c2ccccc2)N1c1ccccc1
  -6%	-6%	9%	0.8	-10%	-9	1%	-2%
24. O=C(CC(C(=O)O)c1cccc(Cl)c1)c1ccccc1 (stereo not drawn)
  -3%	-7%	6%	4.3	-1%	6	-1%	4%
25. O=S(=O)(c1ccc(NC(=S)NCCC(c2ccccc2)c2ccccc2)cc1)N1CCOCC1
  -20%	-8%	-15%	-2.0	-17%	4	-3%	-13%
26. COc1ccc(N(C)S(=O)(=O)c2ccc3c(c2)NC(=O)CO3)c(OC)c1
  9%	-3%	1%	0.7	-25%	2	1%	-6%
27. OCCC1CN(Cc2cccc3nccnc23)CCN1C1CCCC1 (stereo not drawn)
  6%	3%	-3%	0.0	-4%	-4	1%	-7%
28. CCOC(=O)Cc1nn(C)c(=O)c2ccccc12
  2%	7%	1%	-3.9	-4%	/	-4%	-4%
29. Cc1cccc(NC(=O)/C(=C\c2ccc([N+](=O)[O-])o2)NC(=O)c2ccc(Cl)cc2)c1
  -20%	-8%	1%	-1.3	-7%[11.6 µM]	?	-2%	-13%
30. COc1ccc(S(=O)(=O)N(CC(=O)NCc2ccco2)c2ccccc2)cc1
  -19%	5%	0%	0.0	6%	-3	0%	-8%
31. Cc1ccc(NC(=O)C2CCN(S(=O)(=O)c3ccc4c(c3)NC(=O)C(C)S4)CC2)cc1C (stereo not drawn)
  -29%	3%	-2%	0.3	-6%	-1	-4%	0%
32. C/C=C/c1ccc(OCC(O)CN2CCCCCCC2)c(OC)c1 (stereo not drawn)
  1%	7%	2%	-4.5	-7%	6	-3%	-10%
33. c1ccc(-c2nc3c4ccccc4ccn3c2CC2CCCCC2)cc1
  -22%	4%	4%	1.2	-1%	0	/	4%
34. COc1cc(/C=C(\C#N)c2nc3ccccc3s2)cc([N+](=O)[O-])c1O
  79µM*	-7%	?	-2.5	?	-72*	-8%	21µM*
35. C=CCSc1nnc(CNC(=O)c2ccc(Cl)cc2)n1CC
  -6%	4%	-5%	1.6	-2%	1	-1%	-4%
36. O=C(O)C1(NS(=O)(=O)c2ccc(F)c(Cl)c2)CCCCC1
  2%	-3%	-5%	-0.2	0%	/	-9%	0%
37. Cc1cc(=O)[nH]c2ccc(S(=O)(=O)Nc3ccc(O)cc3)cc12
  -5%	13%	7%	-0.2	-8%	-1	0%	-7%
38. Cc1cc(C(=O)Cn2nc(C(=O)O)c3ccccc3c2=O)c(C)n1-c1cccc(C(F)(F)F)c1
  -18%	6%	?	-0.6	-2%	6	1%	0%
39. O=C(NC1CCN(C(=S)Nc2ccc(F)cc2)CC1)c1ccco1
  -2%	2%	-10%	0.3	-2%	0	-1%	-15%
40. O=C1c2cc([N+](=O)[O-])ccc2-c2cc(Br)c(N=C(NO)C(F)(F)F)cc21
  -27%	2%	-8%	-0.5	-8%	-4	/	9%
41. C[C@@H]1CN([C@@H](C)CO)S(=O)(=O)c2ccc(Br)cc2O[C@H]1CN(C)C(=O)C1CCCCC1
  -27%	10%	-6%	-3.5	6%	2	/	-9%
42. O=S(=O)(c1ccc(Br)cc1)N1CCCc2ccccc21
  -20%	14%	-7%	-2.5	-35%	2	2%	-8%
43. O=C(NCCCc1ccc(F)cc1)C1CCC(=O)N(CCN2CCOCC2)C1 (stereo not drawn)
  -3%	7%	4%	-2.2	-2%	4	?	-13%
44. NC(=O)C1CCN(CC(=O)c2c[nH]c3ccc(F)cc23)CC1
  -29%	-7%	-4%	1.4	-5%	12	-2%	-11%
45. O=C(NCC1CCCO1)C1CC(c2ccccc2Cl)=NO1 (stereo not drawn)
  6%	2%	14%	0.4	-2%	/	0%	-19%
46. CCN(CC)S(=O)(=O)c1ccc(OC)c(NC(=O)c2cccc(C)c2[N+](=O)[O-])c1
  -10%	5%	?	-0.3	-8%	3	0%	-3%
47. Cc1[nH]nc(N2CCCCCC2)c1[N+](=O)[O-]
  15%	10%	2%	-2.1	2%	/	0%	-6%
48. CSc1ncccc1C(=O)OCC(=O)c1ccccc1Br
  -17%	9%	-28%	0.3	?	0	-3%	-9%
49. Cc1ccc(CNC(=O)COc2ccc(C(=O)c3ccc(F)cc3)cc2)cc1
  ?	9%	13%	-0.5	9%	-2	-1%	-3%
50. Cc1ccc(NS(=O)(=O)c2csc(C(N)=O)c2)c(C)c1
  4%	-5%	-5%	1.0	9%	4	-1%	-8%
51. CCc1nc2ccc(C(=O)N(C)CCCN(C)C)cn2c1N(C)C(=O)C1CCCCC1
  23%	-9%	2%	-0.8	-4%	1	/	-9%
52. O=C(c1cccs1)N1CCN(S(=O)(=O)c2cccc(Cl)c2Cl)CC1
  4%	8%	-2%	0.8	-1%	-3	3%	-7%
53. O=C(CSc1ccc(F)cc1)NC1CCCCC1
  0%	-1%	2%	0.3	-2%	-5	0%	3%
54. COC(=O)c1[nH]c2cc(OC)c(OC)cc2c1NC(=O)CN1C[C@H]2C[C@@H](C1)c1cccc(=O)n1C2
  7%	-17%	-5%	0.7	-3%	0	-1%	1%
55. CC1CCc2[nH]c3ccc(C(=O)N(C)CC(=O)Nc4cccc(F)c4)cc3c2C1 (stereo not drawn)
  -20%	6%	-13%	-1.5	-3%	18	-1%	-6%
56. COC(=O)c1sc(NC(=O)c2ccc(OC)cc2OC)nc1C
  6%	-7%	13%	1.1	1%	-5	/	-8%
57. Cc1ncc(CO)n1Cc1ccc(Cl)cc1
  -5%	-8%	-10%	-0.2	-4%	0	/	-4%
58. CC(C)C(=O)NC(=O)COC(=O)/C=C/c1cccs1
  -22%	-7%	10%	1.2	5%	0	3%	-6%
59. COCc1c(C(=O)NC(C)c2ccc(S(N)(=O)=O)cc2)oc2ccccc12 (stereo not drawn)
  -12%	0%	3%	-0.6	10%	-27	1%	0%
60. CCCc1n[nH]c2c1C(=O)CC(C)(C)C2
  -2%	8%	-4%	1.7	-16%	8	0%	-7%

Compound profiles, as listed above. Values in the order: EPAC1 antag | EPAC1 agonist | EPAC2 antag | CCT chaperon mod | WRN helicase inh | PI5P4K alpha inh | MmCpn inh | PLK1 PBD block
Cc1ccc(CNC(=O)COc2ccc(C(=O)c3ccc(F)cc3)cc2)cc1 is listed as ? | 9% | 13% | -0.5 | 9% | -2 | -1% | -3%
O=C(NCC1CCCO1)C1CC(c2ccccc2Cl)=NO1 (stereo not drawn) is listed as 6% | 2% | 14% | 0.4 | -2% | / | 0% | -19%
